Screens: PubChem, several laboratories
HTR2A ag = mouse Htr2a agonists via beta-arrestin recruitment, primary screen, cell-based, luminescence; activation, % at 7.6 µM; 360,000 compounds, 0.66% hits; CHO-K1 mHTR2A beta-arrestin complementation; percent of 30 µM serotonin response; 5-hydroxytryptamine receptor 2A (Mus musculus), P35363; AID 624169, 2012;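 active = activation above a run cutoff, the mean activation of all tested compounds plus 3 SD, cut at about 14% in these data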;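 also: 0% = plate median of compound wells and 100% = 30 µM serotonin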
ABCB6 inh 2 = ABCB6 transporter inhibitors, primary screen, K562-ABCB6 cells, flow cytometry, MLPCN library; fluorescence ratio to DMSO, % at 10 µM; K562-ABCB6 porphyrin accumulation, 1 h; stronger effect = lower value; 360,000 compounds, 0.19% hits;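 active = fluorescence ratio to DMSO below 75%, the collection mean minus 3 SD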;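 also: signal is porphyrin accumulated inside mitochondria; 100% equals median channel fluorescence of DMSO control wells; lower ratio means ABCB6 inhibition with less porphyrin fluorescence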
H9c2 protect = cardioprotection against H2O2-induced cell death, primary screen, uHTS, H9c2 cells, ATPLite luminescence; 360,000 compounds, 0.63% hits; AID 588492, 2011; H9c2 cardiomyocytes, H2O2 injury protection, 2 h; protection from H2O2 cell death, % at 20 µM;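 active = compounds giving at least 50% protection of heart cells from peroxide-induced death in the single-dose screen, raw or plate-pattern-corrected value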;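 also: 0% = DMSO wells with peroxide and 100% = DMSO wells without peroxide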
MC4R antag cAMP = MC4R antagonists of cAMP signaling, primary screen, cell-based, TR-FRET, antagonist arm of biased-ligand search; inhibition, % at 6.5 µM; 360,000 compounds, 0.48% hits; AID 540295, 2011; MC4R-expressing cells, MTII-stimulated cAMP, LANCE TR-FRET;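 active = inhibition above its plate's cutoff, the mean of tested wells on that plate plus 3 SD, cut at about 29% in these data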;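 also: 0% = Melanotan II alone and 100% = Melanotan II plus saturating MCL0020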
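Test system: U2OS cells stably expressing human melanocortin 4 receptor (MC4R); also added: Melanotan II challenge; compound: 6.5 µM single dose; timing: 30-min compound preincubation, 1-h Melanotan II challenge, 1-h detection, room temperature; signal: Eu-cAMP/anti-cAMP TR-FRET, emission 671 nm; repeats: one well per compound, no replicates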
TLR9-MyD88 inh = inhibitors of TLR9-MyD88 association in cells, primary screen, cell-based, CHO, BLA complementation, fluorescence | CCF4 FRET ratio | inhibition, % at 4.98 µM | 340,000 compounds, 0.21% hits;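 active = inhibition above the mean over all tested compounds plus 3 SD, cut at about 21% in these data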;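 also: 0% = DMSO only wells and 100% = clavulanate BLA inhibitor control wells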
NOD2-RIPK2 inh = NOD2-RIPK2 binding disruptors in cells, primary screen, fluorescence, CHO cells, BLA complementation | inhibition, % at 4.98 µM | CCF4 ratio | 360,000 compounds, 0.38% hits | AID 624267, 2012; in the data active = inhibition above about 21%;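 also: 0% = vehicle only and 100% = reference blocker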
MC4R barr agon = MC4R agonists recruiting beta-arrestin, primary screen, cell-based, luminescence, agonist arm of biased-ligand search; Melanocortin receptor 4 (Homo sapiens), P32245; U2OS MC4R beta-arrestin complementation; percent of melanotan II response, DMSO zero; activation, % at 8.9 µM; 360,000 compounds, 0.98% hits;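 active = activation above a per-plate cutoff, the mean activation of sample wells on that plate plus 3 SD, cut at about 8% in these data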
ABHD5 PLIN5 PPI = ABHD5-PLIN5 interaction inhibitors, primary screen, cell lysate, split luciferase complementation, luminescence | 360,000 compounds, 0.78% hits | inhibition, % at 4 µM | Perilipin-5 (Homo sapiens) + 1-acylglycerol-3-phosphate O-acyltransferase ABHD5 (Homo … | Split G. princeps luciferase complementation, 4 h;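 active = inhibition above the mean inhibition across every tested compound plus 3 SD, cut at about 22% in these data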;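 also: 0% = DMSO only wells and the 100% control is not disclosed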
N-glyco inh = increase of ERlucT glycosylation luciferase signal, primary screen, N-linked glycosylation inhibitor project, D54 ERlucT cells, luminescence, set 2; D54 ERlucT glycosylation luciferase reporter, 24 h; percent of 100 nM tunicamycin response; reporter increase, % at 12.5 µM; 360,000 compounds, 0.23% hits; AID 588692, 2011;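 active = mean luciferase reporter signal, scaled so untreated is 0 and the glycosylation-blocking control 100, at or above a set limit in every replicate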;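 also: luciferase carries N-glycosylation sites so blocking glycosylation raises the light; 0% = median of neutral control wells and 100% = median of 100 nM tunicamycin wells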
NCOA2 inhibitor = inhibition of GAL4-SRC2 driven luciferase reporter, primary screen, SRC2 inhibitor project, cell-based, luminescence; Nuclear receptor coactivator 2 (Homo sapiens), Q15596; HEK293 GAL4-SRC2 luciferase reporter; inhibition, % at 9 µM; 370,000 compounds, 0.17% hits; AID 651957, 2012;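 active = inhibition above the mean inhibition of all tested compounds plus 3 SD, set per campaign, cut at about 52% in these data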;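 also: 0% = DMSO treated cells and 100% = cells given Gossypol at 36 µM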
Numbers without * were called inactive; nt = not tested or not shown. An excerpt, so the mix of outcomes need not match the whole.

SMILES	HTR2A ag	ABCB6 inh 2	H9c2 protect	MC4R antag cAMP	TLR9-MyD88 inh	NOD2-RIPK2 inh	MC4R barr agon	ABHD5 PLIN5 PPI	N-glyco inh	NCOA2 inhibitor
O=C(NCc1cccs1)c1ccccc1C(=O)NCc1cccs1	0.3	103.0	2.5	7.4	-13.2	-4.3	3.2	-3.1	-0.8	9.6
CCC1(C)N=C(c2ccc3c(c2)OCO3)CC(c2ccccc2O)N1 (configuration not stated)	0.8	99.0	-4.8	7.4	6.2	2.3	-2.2	49.7*	4.1	-82.1
O=C1NC[C@@H](CCCCN2C[C@H](Cc3ccccc3)N(Cc3ccccc3)C(=O)C2=O)N(CCc2ccccc2)C1=O	-2.2	101.0	nt	nt	nt	0.3	nt	1.9	nt	13.8
O=C(Cc1ccccc1)NC1CCCCC1	0.5	104.0	-2.3	5.8	nt	-10.2	0.6	-6.7	0.6	-9.3
N#Cc1c(NC(=O)c2ccccc2Cl)n(Cc2ccccc2)c2nc3ccccc3nc12	8.3	108.0	-17.8	11.7	-8.5	1.5	0.5	-42.6	3.0	13.2
O=C(Nc1ccncc1)c1cc2ccccc2cc1O	1.7	97.0	-15.9	14.3	3.4	5.6	-2.2	-33.5	-9.0	-68.5
OCCC1CN(Cc2cccn2-c2nccs2)CCN1CCc1ccccc1 (configuration not stated)	-3.0	103.0	8.8	-0.1	7.7	-2.3	0.6	2.8	0.0	3.4
CC12CC(c3ccccc3O1)N(C(=O)c1ccco1)C(=O)N2c1ccccc1 (configuration not stated)	0.3	98.0	-2.4	3.2	3.1	-2.5	-0.8	-1.6	4.9	3.7
CCCCN(C(=O)c1cccc(-n2cccc2)c1)c1c(N)n(CCCC)c(=O)[nH]c1=O	5.9	99.0	1.4	1.1	-2.4	5.1	-2.6	-0.9	0.1	-14.7
CCC(Sc1ccccc1C(=O)O)C(=O)O (configuration not stated)	0.5	110.0	-1.3	2.3	2.1	-3.6	-1.7	-0.8	nt	-6.5
Cc1cc(C2N=C(N)Nc3nc4ccccc4n32)c(C)n1-c1ccccc1Cl (configuration not stated)	-0.1	96.0	-10.7	0.9	-1.5	-8.7	-0.8	4.6	0.4	-1.9
COc1cc2c(-c3ccc4cc[nH]c4c3)c(-c3ccc(C#N)cc3)oc(=O)c2cc1OC	-10.2	96.0	-1.4	1.4	3.1	4.2	-1.7	5.1	1.0	-24.3
COc1ccc(C(=O)C2CCN(C(=S)Nc3ccc(F)cc3)CC2)cc1	-1.9	93.0	-16.8	1.4	1.4	-2.6	-2.5	-1.9	1.0	10.2
CC(C)c1ccc(NC(=O)COC(=O)/C=C/c2cccc(Br)c2)cc1	-0.8	97.0	-10.2	-1.7	-8.9	-13.7	11.3*	9.2	2.6	7.2
CCOC(=O)CNS(=O)(=O)CCN1C(=O)c2ccccc2C1=O	1.4	101.0	-0.3	13.0	-6.4	-1.7	-0.9	3.1	3.5	-61.8
O=C(CNS(=O)(=O)c1ccccc1F)Nc1ccc(N2CCOCC2)cc1	-2.9	99.0	14.5	12.3	-4.4	-3.4	-0.3	-6.1	1.6	-8.1
O=c1cccc(-c2ccc3ccccc3c2)o1	-4.8	nt	nt	nt	nt	-6.3	nt	5.3	nt	-56.2
COCCNC(=O)C(C)Oc1ccccc1 (configuration not stated)	1.8	107.0	7.8	0.7	3.3	4.2	-3.1	2.5	-0.4	-11.0
COc1cccc(CN2CC(C(=O)NCc3cccc(Cl)c3)CCC2=O)c1 (configuration not stated)	-4.9	106.0	-1.4	0.9	-3.1	-5.5	-4.9	-4.0	-0.4	5.0
Nc1ccn([C@@H]2O[C@H](CNCc3cnc(N4CCOCC4)nc3)[C@@H](O)[C@H]2O)c(=O)n1	3.7	100.0	-14.0	17.8	-7.7	-6.3	1.7	-4.2	0.4	-4.8
N#C/C(=C(/O)CSc1ccccc1C(=O)O)c1nc2ccccc2s1	5.1	100.0	-4.2	0.5	-8.6	-0.7	-0.9	-4.1	2.9	-4.6
Cc1ccc(C)c(C(C)NC(=O)c2ccncc2)c1 (configuration not stated)	-1.6	92.0	-5.7	12.5	2.4	-3.3	1.1	4.5	-1.0	-8.3
Fc1ccccc1-c1[nH]ncc1-c1nnnn1-c1ccccc1	-4.5	98.0	-5.9	0.2	nt	-3.7	-0.8	0.6	-1.3	-5.4
CCOC(=O)COc1ccc(Br)cc1/C=C\c1[nH]c(=O)[nH]c(=O)c1[N+](=O)[O-]	3.6	96.0	1.4	22.6	-14.3	-2.6	1.1	64.4*	3.4	26.6
CCCC(C)C(=O)Nc1ccc(S(=O)(=O)Nc2nccc(C)n2)cc1 (configuration not stated)	-0.4	98.0	0.3	11.4	nt	0.0	-0.5	-6.6	2.2	0.9
CCN(CC)CCNC(=O)c1cn(C)c2ccc(S(=O)(=O)N(C)C3CCCCC3)cc2c1=O	-2.6	98.0	6.7	6.8	-3.3	-6.6	-0.9	8.0	-4.4	-17.2
O=C1N[C@@H](c2ccccc2)COC(=O)[C@H](Cc2ccc(F)cc2)CC/C=C/C[C@@H]1CC(=O)N(CCO)Cc1ccccc1	-5.0	91.0	6.2	9.9	-8.6	13.8	-0.4	-0.6	-4.0	-13.3
CC(C)Nc1nc(Cl)nc(NCCOc2ccccc2)n1	-1.9	102.0	1.4	4.2	-1.4	6.9	-3.3	-1.6	-1.3	-37.5
Cc1ccccc1/C=C\c1nc(O)c([N+](=O)[O-])c(=O)[nH]1	-0.4	100.0	2.1	11.9	-17.4	1.7	-1.1	15.6	1.5	-6.7
Cc1ccc([N+](=O)[O-])cc1S(=O)(=O)N1CCN(C)CC1	0.7	99.0	-2.5	0.1	9.8	1.1	-3.1	5.0	-0.3	-7.0
Cc1cc(C)c(NC(=O)CN2CCN(C)CC2)c(C)c1	0.9	98.0	0.5	-5.0	2.4	5.4	-1.4	-6.2	1.4	-23.9
CN(C)C(CNS(=O)(=O)c1ccc(F)cc1)c1cccnc1 (configuration not stated)	-1.4	88.0	2.4	0.9	-8.6	-3.1	-0.5	-1.3	-1.0	-2.8
O=C(CN1CCN(c2ccccc2)CC1)Nc1c(C(=O)C2CC2)oc2ccccc12	8.8	101.0	-2.8	25.9	-6.1	-7.4	-1.9	3.0	-3.9	17.8
CCOc1ccc(OCCC(=O)OCC(=O)N(CC)c2c(N)n(Cc3ccccc3)c(=O)[nH]c2=O)cc1	0.8	93.0	-6.2	3.5	0.2	-2.7	-0.8	-6.1	-0.9	-4.1
COc1ccc(C(=O)OCC(=O)N2CC(=O)Nc3ccccc32)cc1Br	3.0	98.0	0.7	-7.4	-1.0	-7.4	0.7	-9.5	5.7	-4.5
CSc1cc(-c2ccco2)oc1C(=O)c1ccco1	3.6	90.0	8.9	2.7	2.0	-2.4	-0.7	8.3	1.1	9.8
O=C(O)c1cc(O)c2c(c1)C(=O)c1cccc(O)c1C2=O	3.1	98.0	-33.2	1.2	-10.8	-5.4	-1.0	0.0	3.7	-0.4
O=C(NCCCNc1ccc(C(F)(F)F)cc1[N+](=O)[O-])c1ccc(F)cc1	-6.0	99.0	-3.2	2.8	0.8	3.0	2.2	-4.7	1.1	-9.9
COc1ccc(/C=N/Nc2ccccn2)cc1O	-1.0	102.0	-9.4	-3.3	-5.1	-5.7	-0.1	-0.4	-3.2	-49.4
O=C(NC(=O)N1CCN(c2ccc([N+](=O)[O-])cn2)CC1)c1ccccc1F	0.5	98.0	-2.3	-0.2	nt	-3.3	-0.2	3.7	-0.6	-1.2

Reprinted at random: 2 entries already listed.
SMILES	HTR2A ag	ABCB6 inh 2	H9c2 protect	MC4R antag cAMP	TLR9-MyD88 inh	NOD2-RIPK2 inh	MC4R barr agon	ABHD5 PLIN5 PPI	N-glyco inh	NCOA2 inhibitor
COc1cc2c(-c3ccc4cc[nH]c4c3)c(-c3ccc(C#N)cc3)oc(=O)c2cc1OC	-10.2	96.0	-1.4	1.4	3.1	4.2	-1.7	5.1	1.0	-24.3
CCCC(C)C(=O)Nc1ccc(S(=O)(=O)Nc2nccc(C)n2)cc1 (configuration not stated)	-0.4	98.0	0.3	11.4	nt	0.0	-0.5	-6.6	2.2	0.9

Printed as active in ABHD5 PLIN5 PPI, of those listed so far:
SMILES	HTR2A ag	ABCB6 inh 2	MC4R antag cAMP	TLR9-MyD88 inh	NOD2-RIPK2 inh	MC4R barr agon	ABHD5 PLIN5 PPI	N-glyco inh	NCOA2 inhibitor
CCC1(C)N=C(c2ccc3c(c2)OCO3)CC(c2ccccc2O)N1 (configuration not stated)	0.8	99.0	7.4	6.2	2.3	-2.2	49.7*	4.1	-82.1
CCOC(=O)COc1ccc(Br)cc1/C=C\c1[nH]c(=O)[nH]c(=O)c1[N+](=O)[O-]	3.6	96.0	22.6	-14.3	-2.6	1.1	64.4*	3.4	26.6

More results follow:
SMILES	HTR2A ag	ABCB6 inh 2	H9c2 protect	MC4R antag cAMP	TLR9-MyD88 inh	NOD2-RIPK2 inh	MC4R barr agon	ABHD5 PLIN5 PPI	N-glyco inh	NCOA2 inhibitor
CC(C)Cn1c(N)c(C(=O)COC(=O)c2ccccc2Cl)c(=O)n(C)c1=O	2.4	99.0	-5.5	20.4	0.6	-4.7	0.6	-0.7	1.6	-20.3
O=C(Nc1csc(Cc2c(Cl)cccc2Cl)n1)NN1CCOCC1	-9.7	89.0	2.4	11.3	6.5	7.6	-0.7	-3.0	-3.2	-10.5
COc1cc(NC(=S)NC(=O)c2cccs2)ccc1NC(=O)C(C)C	-0.5	103.0	-2.3	-7.9	-4.8	0.5	-2.3	1.6	1.9	-21.7
Cc1nn(C)c(C)c1CN(Cc1nc(-c2ccc(F)cc2F)oc1C)C1CC1	-0.9	97.0	-10.6	4.3	4.9	-11.0	-1.3	0.4	-1.2	-3.5
O=C(CSc1nnc(-c2ccco2)o1)c1ccccc1Cl	-8.1	95.0	-2.0	-2.1	1.1	-13.8	-2.2	-4.6	-1.4	-28.8
COc1ccc(-n2c(C)cc(C(=O)COc3ccc(C)nc3[N+](=O)[O-])c2C)cc1	-0.9	99.0	-12.0	17.9	-2.9	-4.2	-0.6	-3.0	-7.3	23.8
Cc1cc(C)c(C)c(S(=O)(=O)NCCCN2CCCC2=O)c1C	-8.4	99.0	9.6	19.9	-11.3	-11.0	-2.8	0.0	nt	15.0
